Bioassay records: PubChem BioAssay, National Center for Advancing Translational Sciences (NCATS)
L3MBTL1 inh: blocks human L3MBTL1; Potency, µM (doses to about 57.1 µM), for the others: top-dose activity, negative = inhibition, hits mostly inhibitors; actives 0.66% (n = 230,000); AID 485360; AlphaScreen L3MBTL1–H3K9me1 peptide binding; Q9Y468; active means well fitted inhibition curve with a large enough effect; inconclusive means small, poorly fitted or top-dose-only effect; inactive means no such curve, though single readings can be large or run the other way; further: nearly all actives have a fitted effect of over 60% in size
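Displacement of a biotinylated histone H3(1-15) peptide monomethylated at Lys9 (75 nM) from L3MBTL1 (50 nM) was measured by AlphaScreen after a 30 min room-temperature compound incubation; cefsulodin titration served as intraplate control.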
* = called active by the depositor; ? = inconclusive; [ ] = another dose, or the depositor's remark. On the % scale 0 is the no-effect control and ±100 the full control effect; potency means the concentration at half of the fitted maximal effect.

SMILES	L3MBTL1 inh
COC(=O)[C@H](Cc1ccc(O)cc1)NC(=O)Cn1cnc2c(SC)nc(N)nc21	1.2%
O=C(CSc1nnc(Cc2ccccc2)o1)c1ccc2c(c1)OCO2	3.2%
Cc1cc(=O)oc2cc(OCc3ccccc3)ccc12	7.4%
N/C(=N\OC(=O)c1cccc(F)c1)c1cccc([N+](=O)[O-])c1	2.1%
COc1cc(/C=C2/SC(=S)N(Cc3ccccc3)C2=O)ccc1O	?
Cc1ccc(C(=O)Nc2ncccc2O)o1	-1.7%
CCOC(=O)c1c(NC(=O)CN2C(=O)NC3(CCC(C)CC3)C2=O)sc(C(=O)N(C)C)c1C (centres undefined)	0.6%
O=C(N[C@@H]1C/C=C\C[C@@H](CC(=O)N(CCO)Cc2ccccc2)C(=O)NCCOC1=O)OCC1c2ccccc2-c2ccccc21	-6.1%
COc1cc(-c2nc3ccc(C)cn3c2NCc2ccccc2)ccc1SC1CCCCC1	-2.1%
CCCC(C)NC(=O)CN(Cc1ccco1)S(=O)(=O)c1ccccc1 (centres undefined)	-6.4%
Cc1ccc(C)c(Sc2ccc(NC(=O)CCN3C(=O)NC4(CCCC4)C3=O)cc2)c1	1.9%
O=C(COC(=O)c1cc(Br)ccc1O)Nc1cccnc1Cl	0.1%
CC(C)(C)OC(=O)N1CCC(NC(=O)c2nc[nH]c2C(=O)NCc2ccccc2)CC1	-0.5%
CC1(C)CC2CC(C)(CN2C(=O)COC(=O)c2ccccc2C(F)(F)F)C1 (centres undefined)	-6.9%
COc1ccc(-c2cn(CCC(=O)O)c(-c3ccncc3)n2)cc1	8.6%
CCc1ccc(C)c(OC(=O)c2cncc(Br)c2)c1	3.7%
Cc1ccc(S(=O)(=O)N2CCCCC2)cc1C(=O)OC1CCCCC1=O (centres undefined)	22.4%
CC(O)CC(=O)NOCc1ccccc1 (centres undefined)	-10.0%
O=C(COC(=O)c1ccccc1O)NCC1COc2ccccc2O1 (centres undefined)	0.1%
O=C(C[C@H]1C/C=C/CC[C@H](Cc2ccc(F)cc2)C(=O)O[C@H](c2ccccc2)CNC1=O)NCCO	-6.0%
C[n+]1ccccc1/C=C/c1ccc(C#N)cc1	-7.5%[2.29 µM]
COc1ccc(S(=O)(=O)N2CCOCC2)cc1NC(=O)CSc1cc(C)ccc1C	-1.3%
Cc1cccc(C)c1NC(=O)CN(C)C(=O)c1cccc(S(=O)(=O)N2CCN(C)CC2)c1	-4.7%
COc1ccc(C(=O)Nc2ccc(Br)cc2F)cc1S(=O)(=O)N1CCCC1	1.7%
COc1ccc(OCC(=O)N/N=C/c2cccn2-c2cccc(C(=O)O)c2)cc1	?
CC(OC(=O)/C(C#N)=C/c1ccco1)C(=O)N(C)c1ccccc1 (centres undefined)	-6.0%
COc1ccc(NC(=O)COC(=O)c2ccc(S(=O)(=O)N3CCCC3)cc2)cc1OC	-5.0%
Cc1cc(C)c(S(=O)(=O)N2CCN(C(=O)C3CCCO3)CC2)c(C)c1 (centres undefined)	2.2%
Fc1cccc(CCN2CCNC[C@H]2Cc2cccc3ccccc23)c1	-12.8%
CN(C)N=Nc1ccc(S(=O)(=O)NC(=O)Cc2ccccc2)cc1	2.4%
Cc1ccc(C)c(NC(=O)COC(=O)COc2cccc3c2OC(C)(C)C3)c1	4.6%
O=C(Nn1cnnc1)c1ccc(Cl)c(Cl)c1	-0.4%
C[C@H](CO)N1C[C@H](C)[C@@H](CN(C)S(=O)(=O)c2ccc(F)cc2)Oc2ccc(NC(=O)CCC(F)(F)F)cc2C1=O	-3.1%
COc1cc(C)c(CN2CCN(S(=O)(=O)c3ccc(Cl)s3)CC2)cc1OC	-18.8%
CCOc1ccc(S(=O)(=O)N2CCOCC2)c2ccccc12	-3.7%
CC(CNC(=O)CN1C(=O)NC2(CCCCC2)C1=O)c1ccccc1 (centres undefined)	3.1%
CN(C)CCSc1nc2cc(S(=O)(=O)N3CCCCC3)ccc2o1	-3.5%
O=C(c1ccc(Cl)c(S(=O)(=O)N2CCOCC2)c1)N(Cc1nnc(-c2ccccc2Cl)o1)C1CC1	-3.1%
CCC(C)N(C(=O)COC(=O)c1cc([N+](=O)[O-])ccc1N1CCOCC1)C1CCS(=O)(=O)C1 (centres undefined)	-5.3%
CC(C)CN(C(=O)COc1ccc(C(C)(C)C)cc1)C1CCS(=O)(=O)C1 (centres undefined)	8.7%
CC(CCc1ccc(O)cc1)NCc1ccc(Cl)cc1Cl (centres undefined)	8.3%
O=C(Cc1cccc(C(F)(F)F)c1)OCC(=O)N1CCN(S(=O)(=O)c2ccc(Cl)cc2)CC1	6.2%
CC(OC(=O)CCC(=O)c1cccs1)C(=O)NC1CCCCC1C (centres undefined)	11.0%
O=C(c1cccc(S(=O)(=O)Nc2ccccc2Cl)c1)N1CCC1	11.9%
O=c1c2ccccc2oc2c1oc1ccccc12	8.0%
Cc1nc([N+](=O)[O-])cn1CC(=O)c1ccc(Br)cc1	2.2%
CCCCN(C(=O)C1CCC1)c1c(N)n(Cc2ccccc2)c(=O)[nH]c1=O	-6.8%
NS(=O)(=O)c1ccc(NC2=CC(=O)C(=O)c3ccccc32)cc1	?
O=C(Nc1ccc2c(c1)OCO2)c1cc(Cl)ccn1	-8.0%
CN=C1N(C)C[C@@H]2[C@@H]3C(=O)N(C)C(=O)[C@@H]3[C@](Cc3ccccc3)(C(=O)OC)N12	-5.0%
Cc1cc(C)cc(C(=O)OCC(=O)N2CCCCCC2)c1	11.0%
CCCN(CC(=O)Nc1ccc(F)c(F)c1F)C(=O)c1ccc2c(c1)NC(=O)CS2	2.6%
CC1CCCCN1C(=O)CN1CCN(S(=O)(=O)c2ccc(Br)cc2Cl)CC1 (centres undefined)	-3.0%
CCOC(=O)c1c(NC(=O)CSc2nc3ccccc3[nH]2)sc2c1CC(C)(C)NC2(C)C	-6.9%
Cc1cccc([C@@H]2[C@@H]3C(=O)N(Cc4ccccc4)C(=O)[C@@H]3[C@]3(CC(C)C)C(=O)N(c4cccc(Br)c4)C(=O)N23)c1	-3.3%
CC1CCCCC1NC(=O)COc1cccnc1[N+](=O)[O-] (centres undefined)	7.0%
COc1cccc(N2CCN(S(=O)(=O)c3cc4c(cc3Cl)NC(=O)CO4)CC2)c1	-2.3%
C[C@]12c3[nH]c4ccc(Cl)cc4c3CCN1C(=O)[C@@H](CC(=O)NCCc1ccccn1)C[C@@H]2C(=O)N1CCCCC1	-1.0%
O=C(O)c1cccc(S(=O)(=O)N2CCN(S(=O)(=O)c3ccc4ccccc4c3)CC2)c1	0.1%
CCCn1nc(C(=O)N2CCc3ccccc32)c2ccccc2c1=O	-3.2%

The list continues.
SMILES	L3MBTL1 inh
CCCCNc1c(-c2cccc(-c3cc(C(C)=O)cs3)c2)nc2cc(C)ccn12	-23.1%
O=C(Cn1c(=O)oc2ccccc21)Nc1ccccc1Cl	-6.3%
Cc1cccnc1NC(=O)CSc1ccc2c(c1)OCCO2	-0.4%
COc1ccc(Br)c(C(=O)OCC(=O)NC2CC2)c1	1.1%
CC(=O)c1sc(NC(=O)CS(=O)(=O)c2ccccc2)nc1C	-1.7%
COc1ccc(C(C)=O)cc1COC(=O)CCC(=O)N(CC(C)C)c1c(N)n(CC(C)C)c(=O)[nH]c1=O	2.5%
COc1cc(C(=O)Nc2ccc(C(F)(F)F)cc2)ccc1OCC(=O)N1CCOCC1	5.2%
C=CC[C@@H](CC(=O)N(CCO)Cc1ccccc1)C(=O)NC[C@@H](OC(=O)[C@@H](CC=C)CC(=O)OC(C)(C)C)c1ccccc1	-2.6%
CCN(C(=O)CSc1n[nH]c(N)n1)C1CCCCC1	-1.4%
O=C(CSc1nnnn1-c1ccccc1)NC(=O)Cc1ccccc1	2.1%
CN(C)CCCNC(=O)C[C@H]1C[C@H](C(=O)N2CCOCC2)[C@@]2(C)c3[nH]c4cc(-c5ccco5)ccc4c3CCN2C1=O	-5.6%
CCOc1ccc(S(=O)(=O)NCCC(=O)NC(C)CCc2ccccc2)cc1 (centres undefined)	2.9%
COc1cccc(C2(C)NC(=O)N(CC(=O)Nc3ccc(N4CCOCC4)cc3)C2=O)c1 (centres undefined)	-2.9%
CC(=O)c1cc2c(cc1NC(=O)CCc1c(C)nc3ncnn3c1C)OCO2	-2.0%
O=C(NCCN1CCOCC1)C1CC(=O)N(c2cccc(C(F)(F)F)c2)C1 (centres undefined)	5.3%
Cc1ccc(N2CCN(C(=O)c3cccs3)CC2)c(C)c1	8.6%
COc1ccc(C2=NOC(Cn3nc(C(=O)NCc4ccco4)cc3-c3ccccc3)C2)cc1 (centres undefined)	-1.3%
O=C(NCc1ccccc1F)c1cccc(S(=O)(=O)N2CCCCC2)c1	1.5%
CCOC(=O)c1sc(NC(=O)CSCc2c(C)noc2C)nc1C	-4.9%
Cc1ccc(NS(=O)(=O)c2ccccc2[N+](=O)[O-])cc1S(=O)(=O)N1CCCCC1	7.5%
C[C@@]12C(=O)N(c3cccc(Cl)c3)C(=O)N1[C@@H]1c3ccccc3OC[C@@H]1[C@H]2c1ccccc1	-5.8%
COc1cc(OC)c(NC(=O)CC(=O)Nc2cc(Cl)c(OC)cc2OC)cc1Cl	1.8%[2.29 µM]
Cc1cc(C)n(CC(=O)NNC(=O)COc2ccc(Br)cc2F)n1	?
COc1cccc(/C=C/C(=O)OCC(=O)NCCC2=CCCCC2)c1OC	-3.6%
CCN(CC(=O)Nc1ccc(NC(C)=O)cc1)C(=O)c1cn(-c2ccccc2)nc1-c1cccs1	0.0%
CC1CCC(NC(=O)CSc2ccc(S(=O)(=O)N(C)C)cn2)CC1 (centres undefined)	7.7%
COc1ccc(S(=O)(=O)N2CCCCC2)cc1NC(=O)c1c(F)cccc1Cl	6.2%
CC(C)N(Cc1ccccc1)C(=O)CN1C(=O)c2ccccc2C1=O	10.6%[2.29 µM]
C[C@@H]1C(=O)OC[C@H]1NC(=O)OCc1ccccc1	0.8%
COc1ccc(OC)c(CN2CCN(C(=O)CNC(=O)c3cc(C)cc(C)c3)CC2)c1	1.4%
CCOc1ccc(NC(=O)CN(C)C(=O)c2cc(S(=O)(=O)N3CCCCC3)ccc2Cl)cc1OCC	-2.5%
Cc1cc(-c2ccccc2)c2ccc(NC(=O)C(C)(C)C)nc2n1	0.0%[2.29 µM]
CC1CCN(C(=O)COC(=O)c2ccc(Cl)nc2)CC1	-0.9%
COc1cccc(-c2c(-c3cc(OC)cc(OC)c3)n(C)c3ccc(-c4ccc5[nH]ccc5c4)cc23)c1	-7.5%
O=S(=O)(NCCOc1ccccc1F)c1cccc(Br)c1	12.1%
Cc1ccc(S(=O)(=O)N(CCO)Cc2ccccc2)cc1	-3.3%
CCOc1nc(C)ccc1-c1noc(-c2cccnc2)n1	-1.9%
O=C(NCCc1ccc(Cl)cc1)C1CCCN1C(=O)Nc1ccccc1 (centres undefined)	3.1%
Cc1cccc(NC(=O)CN2CCN(C(=O)c3cncn3-c3ccc(F)cc3)CC2)c1C	5.5%
Cc1ccc(C)c(NC(=O)CCN2CCCCC2)c1	5.7%[2.29 µM]

Four of the entries above in order of the L3MBTL1 inh value, smallest number first.
Structure	L3MBTL1 inh
C[C@@]12C(=O)N(c3cccc(Cl)c3)C(=O)N1[C@@H]1c3ccccc3OC[C@@H]1[C@H]2c1ccccc1	-5.8%
C[C@@H]1C(=O)OC[C@H]1NC(=O)OCc1ccccc1	0.8%
Cc1cccc(NC(=O)CN2CCN(C(=O)c3cncn3-c3ccc(F)cc3)CC2)c1C	5.5%
CC1CCC(NC(=O)CSc2ccc(S(=O)(=O)N(C)C)cn2)CC1 (centres undefined)	7.7%

The results go on.
SMILES	L3MBTL1 inh
Cn1nc(C(=O)Nc2cccc(S(=O)(=O)N3CCOCC3)c2)c2ccccc2c1=O	2.2%
Cc1ccccc1C(=O)NC1CCN(CC(=O)Nc2ccccc2Cl)CC1	6.9%
CN(C)C(=O)COC(=O)c1cccc(S(=O)(=O)N2CC3(C)CC2CC(C)(C)C3)c1 (centres undefined)	-1.3%
CCOC(=O)c1cccc(C2=CC(=O)CC(C)(C)C2)c1	-1.1%
Cc1cccc(C)c1NC(=O)CNC(=O)c1cccc(S(=O)(=O)NCc2cccs2)c1	-0.1%
COc1ccccc1NC(=O)CN(c1ccccc1OC)S(=O)(=O)c1ccccc1	0.3%
CCOC(=O)[C@H]1[C@H]2COc3cc(OC)ccc3[C@@H]2N2C(=O)c3cc(OC)ccc3NC(=O)[C@@]12C	-13.3%
COc1ccc2ccccc2c1CN1CCSCC1	-1.5%
CCS(=O)(=O)c1ncc(Cl)c(C(=O)Nc2ccc(C)cc2)n1	15.6%
CN(C)C1=NC[C@H](Cc2ccccc2)N1CC1CCC(C(C)(C)C)CC1 (some centres undefined)	1.6%
O=C(COC(=O)c1cc(S(=O)(=O)N2CCOCC2)c(Cl)cc1Cl)NC1CC1	-2.7%
COc1ccc(C(=O)NCC2CCCN2S(=O)(=O)c2cccs2)cc1OC (centres undefined)	8.2%
COc1ccc(C(C)=O)c(Oc2ccc(S(=O)(=O)N3CCOCC3)cn2)c1	3.7%
CC1CCC2(CC1)NC(=O)N(CC(=O)N1c3ccccc3CC1C)C2=O (centres undefined)	-2.1%

Not all compounds are listed, so the mix of outcomes need not match the whole.
